UGM FP inh: Mtb UDP-galactopyranose mutase inhibition | AID 504406 | inhibition, % at 10 µM | 0.06% of 320,000 active | purified UGM, fluorescence polarization probe displacement | P9WIQ1; in the data active = inhibition above about 10%, passing the limit was not always enough; inconclusive = no clear call, values can overlap the other calls
FadD28 binding: blocks FadD28 binding to the bisubstrate probe; AID 588549; fluorescence polarization; 0.22% of 360,000 active; inhibition, % at 12.5 µM; in the data active = inhibition above about 8.5%, passing the limit was not always enough; inconclusive = no clear call, values can overlap the other calls
GDH-TPI inh: counter-screen for M. tuberculosis FBA inhibitors: GDH-TPI coupled enzymes. GDH-TPI coupled enzyme counterscreen, NADH absorbance. 1.2% of 360,000 active. AID 588335. inhibition, % at 4.8 µM;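 note: 0% = DMSO wells and 100% = wells lacking the enzyme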
Rv3671c protease: Rv3671c (M. tuberculosis) protease inhibition. P9WHR9. inhibition, % at 5.96 µM. 0.048% of 320,000 active; in the data active = inhibition above about 38%;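 note: extracellular domain of Rv3671c used as enzyme; 0% = enzyme with DMSO and 100% = no enzyme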
Target sequence (P9WHR9 whole entry, looked up, the tested form may be a part): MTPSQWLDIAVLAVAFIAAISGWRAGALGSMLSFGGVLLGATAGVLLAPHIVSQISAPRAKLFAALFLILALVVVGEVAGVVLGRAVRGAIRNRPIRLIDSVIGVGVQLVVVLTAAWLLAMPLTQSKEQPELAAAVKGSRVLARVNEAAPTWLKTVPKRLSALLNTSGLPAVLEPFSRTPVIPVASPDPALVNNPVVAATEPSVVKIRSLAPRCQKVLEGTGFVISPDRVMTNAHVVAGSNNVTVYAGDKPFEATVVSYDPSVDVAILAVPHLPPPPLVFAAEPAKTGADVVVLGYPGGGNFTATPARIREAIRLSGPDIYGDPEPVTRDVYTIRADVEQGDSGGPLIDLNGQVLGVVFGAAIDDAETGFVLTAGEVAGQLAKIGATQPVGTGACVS
BoNT F protease: blocks Botulinum neurotoxin F light chain protease | Multiplex microsphere protease cleavage assay, flow cytometry | 0.22% of 360,000 active | inhibition, % at 10 µM | AID 588497; in the data active = inhibition above about 35%, passing the limit was not always enough; inconclusive = no clear call, values can overlap the other calls; note: plate controls were buffer without enzyme for full effect and enzyme alone for no effect
MazEF act: increases E. coli MazEF RNase cleavage of RNA. P0AE70. FAM/BHQ RNA-DNA oligo cleavage fluorescence, 5 h. activation, % at 20 µM. 0.32% of 350,000 active; in the data active = activation above about 50%
Target sequence (P0AE70 whole entry, looked up): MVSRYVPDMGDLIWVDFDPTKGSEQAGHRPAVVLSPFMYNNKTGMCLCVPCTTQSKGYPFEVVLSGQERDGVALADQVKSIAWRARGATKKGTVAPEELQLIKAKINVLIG
VHR inh abs: DUSP3 (human) phosphatase inhibition; AID 1654; recombinant VHR phosphatase, pNPP absorbance; inhibition, % at 13.3 µM; P51452; 0.52% of 290,000 active; in the data active = inhibition above about 50%; note: some compounds called inactive have numbers as strong as hits
Target sequence (P51452 whole entry, looked up): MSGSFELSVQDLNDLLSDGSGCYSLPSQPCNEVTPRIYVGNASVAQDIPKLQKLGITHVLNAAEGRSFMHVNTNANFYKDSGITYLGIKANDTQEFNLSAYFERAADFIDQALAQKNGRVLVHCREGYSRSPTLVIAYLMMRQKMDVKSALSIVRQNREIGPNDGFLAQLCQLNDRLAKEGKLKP
Mtb FBA inh: inhibits M. tuberculosis FBA enzyme; 2.3% of 360,000 active; P9WQA3; purified M. tuberculosis FBA, fluorescence read-out; inhibition, % at 1 µM; in the data active = inhibition above about 27%;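 note: 0% = vehicle and 100% = reference inhibitor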
Target sequence (P9WQA3 whole entry, looked up): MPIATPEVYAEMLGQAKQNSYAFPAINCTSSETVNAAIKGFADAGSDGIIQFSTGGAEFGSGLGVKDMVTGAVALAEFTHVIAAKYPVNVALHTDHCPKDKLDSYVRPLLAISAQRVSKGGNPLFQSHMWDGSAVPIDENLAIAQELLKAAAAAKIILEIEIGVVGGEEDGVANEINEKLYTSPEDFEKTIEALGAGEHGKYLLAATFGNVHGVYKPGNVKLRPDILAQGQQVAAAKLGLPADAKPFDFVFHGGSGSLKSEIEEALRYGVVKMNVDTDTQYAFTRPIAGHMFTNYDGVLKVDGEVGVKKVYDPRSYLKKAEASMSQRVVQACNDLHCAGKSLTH
CCHF vOTU inh: CCHFV vOTU protease inhibition | inhibition, % at 11.5 µM | 0.55% of 370,000 active | Pep-AMC fluorescence | AID 651958; note: 0% = vehicle wells with enzyme and 100% = no enzyme wells
BioA inh: BioA (M. tuberculosis) enzyme inhibition. inhibition, % at 9.99 µM. AID 602481. 0.096% of 360,000 active. purified M. tuberculosis BioA enzyme, plate reader; in the data active = inhibition above about 40%; inconclusive = no clear call, values can overlap the other calls
Starred values were filed as active, the others as inactive; u = inconclusive; x = no result given. Cut-off read from the data, not from the text of the source, unless noted: active = inhibition above about 30%; inactive = the rest.

Order of results: UGM FP inh, FadD28 binding, GDH-TPI inh, Rv3671c protease, BoNT F protease, MazEF act, VHR inh abs, Mtb FBA inh, CCHF vOTU inh, BioA inh
[1] Cc1nnc(NC(=O)CSc2n[nH]c(-c3ccccc3)n2)s1
  0.5, 0.7, 3, 6, -1, 10, 14, 3, 9, x
[2] O=C1NCCCCC1NS(=O)(=O)c1cccc2ccccc12 (centres undefined)
  2.4, -2.7, -10, 1, -4, 2, 7, 1, -9, -0.9
[3] CCN(CC)C(=O)C1=C(C)N(Cc2ccc(C(C)(C)C)cc2)C(=O)C(CC(=O)NC2CCCCC2)C1 (centres undefined)
  x, 0.8, -4, x, -1, 8, x, 0, 12, 4.6
[4] COc1ccc(NC(=O)C2C3CC/C=C\CCC32)cc1 (centres undefined)
  2.8, -1.5, 8, -3, u, -6, 12, -1, -1, 2.3
[5] C=CCN(c1ccc(C(=O)Nc2cc(C)cc(C)c2)cc1)S(C)(=O)=O
  2.5, -1.9, 5, -14, -2, -2, -2, -1, 0, x
[6] CCNC(=S)N1CCN(C(=O)c2ccco2)CC1
  3.7, -1.1, 1, 5, -2, -8, 36, 5, -9, -1.0
[7] O=C1C2C3C=CC(CC3)C2C(=O)N1c1ccc2c(c1)OCO2 (centres undefined)
  -0.8, -2.6, -10, 5, -4, -1, 18, -1, 0, x
[8] NC(=O)c1c(N)sc2c1CCCC2
  3.2, -1.5, 7, -7, -8, 3, 18, 1, 9, 0.8
[9] Cn1c2c(c(=O)n(C)c1=O)CS(=O)c1ccccc1N2 (centres undefined)
  x, 0.2, x, x, 4, x, x, 1, 4, x
[10] Cc1ccc(OCc2cc(C(=O)N3CCN(c4ccccc4)CC3)no2)cc1C
  1.5, -0.9, -5, 6, -4, 2, -6, -2, -1, -2.2
[11] CCc1ccc(NC2Nc3cc(C)nn3S2)cc1 (centres undefined)
  -4.5, -4.2, 4, 0, 2, 1, -8, -2, 4, 3.4
[12] CCOC(=O)[C@@H]1[C@H]2COc3ccccc3[C@H]2N2C(=O)N(c3ccc(Br)cc3)C(=O)[C@]12C
  -1.2, -3.4, 5, -5, -4, 8, x, 0, -5, 2.5
[13] CCN(CC)C(=O)c1cc([N+](=O)[O-])cc2c1-c1ccc([N+](=O)[O-])cc1C2=C(C#N)C#N
  0.8, -1.3, 2, 2, x, 5, 13, -1, 7, 7.6
[14] Cn1cc(Br)c(C(=O)NC2CCCCC2)n1
  -2.9, -3.4, 0, 6, -42, 2, 13, 2, 9, 0.3
[15] O=[N+]([O-])c1cc(C=NN2CCCCCC2)ccc1Cl
  x, 0.2, 14, x, -7, 4, x, 1, 6, x

2 entries from above, set out differently.
cpd | Compound | UGM FP inh | FadD28 binding | GDH-TPI inh | Rv3671c protease | BoNT F protease | MazEF act | VHR inh abs | Mtb FBA inh | CCHF vOTU inh | BioA inh
13 | CCN(CC)C(=O)c1cc([N+](=O)[O-])cc2c1-c1ccc([N+](=O)[O-])cc1C2=C(C#N)C#N | 0.8 | -1.3 | 2 | 2 | x | 5 | 13 | -1 | 7 | 7.6
14 | Cn1cc(Br)c(C(=O)NC2CCCCC2)n1 | -2.9 | -3.4 | 0 | 6 | -42 | 2 | 13 | 2 | 9 | 0.3

(continued)
Order of results: UGM FP inh, FadD28 binding, GDH-TPI inh, Rv3671c protease, BoNT F protease, MazEF act, VHR inh abs, Mtb FBA inh, CCHF vOTU inh, BioA inh
[16] CCOC(=O)c1c(C)oc2c1c(C(c1ccncc1)N1CCOCC1)c(O)c1ccccc12 (centres undefined)
  -3.9, x, x, -4, x, 7, 13, x, 7, x
[17] CCn1c(SCC(=O)Nc2cc(C)on2)nc2sc3c(c2c1=O)CCCC3
  2.9, -2.4, -4, -15, 0, -16, 9, -3, -10, -0.2
[18] CC1CCCN(c2ccc(F)cc2N)C1 (centres undefined)
  0.7, -2.5, 3, 1, -11, 7, 13, 0, -12, x
[19] CCN(CC)C(=O)N1CCC(NC(=O)c2ccc(C(C)(C)C)cc2)CC1
  2.3, -5.6, -2, -2, -8, 14, 36, 2, -4, -0.8
[20] CC(NC(=O)c1ccc(Cl)cc1)C(=O)NC1=NCCS1 (centres undefined)
  -0.6, -0.6, 19, -4, 0, 12, 27, -1, -3, -1.1
[21] O=C(COC(=O)c1cc([N+](=O)[O-])ccc1NCCO)Nc1cccnc1Cl
  0.7, -2.2, 28, -2, -24, 0, x, -5, 20, -1.0
[22] O=C1CSc2ccccc2N1
  x, 0.8, -5, x, -4, -18, x, 2, 11, -4.6
[23] O=C(CCc1ccc(S(=O)(=O)N2CCOCC2)cc1)N/N=C/c1ccc(F)cc1F
  -1.3, -2.4, 6, 2, -3, -32, 7, 0, 10, x
[24] COc1ccccc1OCCCC(=O)Nc1nnc(C2CCCO2)s1 (centres undefined)
  -2.1, -0.2, 3, -2, -1, 2, 5, 0, 9, -2.1
[25] Cc1c(C(=O)Nc2ccccc2F)sc2ncn(CC(=O)N3CCCCC3)c(=O)c12
  -2.3, -0.1, 3, -14, -1, -21, 7, 3, 16, -0.4
[26] O=C(c1ccc(F)cc1)C1CCN(C(=O)c2ccccc2)CC1
  0.9, -0.4, 2, 0, u, 10, 11, -3, -5, 8.7
[27] COc1cccc(N2CCN(C(=O)c3ccc(CS(=O)Cc4ccccc4Cl)o3)CC2)c1 (centres undefined)
  -0.7, -1.8, -1, 5, -4, 2, 20, 1, 3, 11
[28] O=C(O)c1cc(-c2ccc(-c3ccc(F)cc3)o2)nc2ccccc12
  5.5, 0.5, 17, -3, 5, -4, -25, 10, -7, 0.2
[29] CSc1cccc(NC(=S)NC(=O)CCc2ccccc2)c1
  0.1, -4.6, 1, -18, 2, -4, -2, -1, 4, -1.5
[30] Cc1ccc(-n2[nH]c(C)c(C=Nc3ccc(S(=O)(=O)Nc4nccs4)cc3)c2=O)cc1C
  -2.2, -0.2, 16, 0, -18, 1, -7, -2, 13, x

Structures listed so far with bromine:
Order of results: UGM FP inh, FadD28 binding, GDH-TPI inh, Rv3671c protease, BoNT F protease, MazEF act, VHR inh abs, Mtb FBA inh, CCHF vOTU inh, BioA inh
[12] CCOC(=O)[C@@H]1[C@H]2COc3ccccc3[C@H]2N2C(=O)N(c3ccc(Br)cc3)C(=O)[C@]12C
  -1.2, -3.4, 5, -5, -4, 8, x, 0, -5, 2.5
[14] Cn1cc(Br)c(C(=O)NC2CCCCC2)n1
  -2.9, -3.4, 0, 6, -42, 2, 13, 2, 9, 0.3

(next part)
Order of results: UGM FP inh, FadD28 binding, GDH-TPI inh, Rv3671c protease, BoNT F protease, MazEF act, VHR inh abs, Mtb FBA inh, CCHF vOTU inh, BioA inh
[31] Cc1cccc(C(=O)N2CCNC(=O)C2CC(=O)Nc2cccc(Cl)c2)c1 (centres undefined)
  3.2, -3.7, -2, -2, -4, 0, 2, -2, 16, -1.6
[32] CC(C)N(C(=O)CSc1ncnc2sc(-c3ccccc3)cc12)C(C)C
  -0.7, -4.9, 5, 0, 0, -24, 13, 0, 9, -0.8
[33] COc1ccc(-c2csc(-c3[nH]cnc3N)n2)cc1
  -0.7, -4.5, -3, -2, -6, 6, 13, 0, 2, x
[34] O=C(O)CCc1ccc(-c2ccc(Cl)cc2)o1
  0.2, 1.5, 12, -3, 4, 7, 30, 4, -1, 5.3
[35] C/C(=N\NC(=O)c1ccn(C)n1)c1cccc(NC(=O)c2ccc(C)s2)c1
  -2.9, -0.9, 7, -8, -3, -7, -8, 0, 0, 9.8
[36] Cc1ccc(-c2nn(CCC(N)=O)c(=O)c3ccccc23)cc1
  0.5, -5.1, -6, 2, -10, 3, -7, -1, x, 2.4
[37] CCOC(=O)C1C(=O)NC(c2ccccc2)=NC1c1ccc(Cl)cc1 (centres undefined)
  -0.4, -3.1, 4, 3, 1, 9, 16, -2, 7, -0.1
[38] Nc1cc(Cl)ccc1Oc1ccc(Cl)cc1
  -0.4, -0.9, 9, -2, 30, 2, 15, 4, 3, -1.3
[39] CCCCNC(=S)NCc1ccc2[nH]c(C)cc2c1
  1.8, -5.3, -7, 5, -62, 6, -7, 2, 0, 1.2
[40] CC(C)(C)c1nc2ccccc2c2nnc(SCC(=O)Nc3nc4ccccc4s3)n12
  -1.1, -1.5, 0, -1, -1, -37, 18, 0, 16, -0.8
[41] CC1CCN(S(=O)(=O)c2nnc(NC(=O)c3ccccc3Br)s2)CC1
  1.6, -1.2, 10, 0, -6, -17, 25, 4, 8, 0.3
[42] COc1ccc(NC(=O)c2ccc(COCC(F)(F)C(F)F)cc2)cc1
  -2.5, 1.1, -6, 0, -5, 1, -8, 2, -2, x
[43] COc1ccc(OCc2n[nH]c(=S)n2N)cc1
  0.9, 0.7, 0, 0, 8, 4, 7, -2, -1, x
[44] CCNC(=O)CN1c2cccc3cccc(c23)S1(=O)=O
  -1.8, -2.2, 0, -5, u, -1, 34, 7, -14, -0.4
[45] COC(=O)C1=C(N)c2ccccc2C1(C#N)c1ccccc1 (centres undefined)
  -6.3, -3.2, 15, 3, -6, 4, -7, 15, -6, -1.3
[46] COc1cccc(-c2cc(N3CCN(C(=O)c4ccoc4)CC3)n3nc(-c4cccc(Cl)c4)cc3n2)c1
  x, -1.3, 9, x, -3, 0, x, 2, -6, -3.4
[47] CCO/N=C1\C(=O)N(c2ccccc2)c2ccccc21
  -2.0, -0.5, 4, -1, 5, 6, 20, 1, 1, x
[48] COc1cc(O)c(C(CC(=O)N2CCCC2)c2ccc3c(c2)OCO3)c(OC)c1 (centres undefined)
  2.0, -1.1, 13, 7, -2, 6, 26, 6, -5, -0.8
[49] O=C(Nc1nnc(SCc2ccccc2)s1)c1cc2c(s1)CCCC2
  2.0, 0.3, 10, -3, 2, 0, 12, 1, 22, -0.2
[50] Cc1cc(Cl)ccc1OCC(=O)NCC(c1cccs1)N1CCOCC1 (centres undefined)
  -1.6, -1.7, 3, 2, x, -4, x, -3, -4, x
[51] CCN(C(=O)CSc1nnc2ccccn12)c1c(N)n(Cc2ccccc2)c(=O)[nH]c1=O
  1.1, -0.4, 0, 1, -13, -13, 7, 3, -10, x
[52] COc1ccc(-c2cc(C(=O)N3CCN(c4cccc(C)c4C)CC3)c3ccccc3n2)cc1OC
  -0.3, -2.4, -4, -20, 0, -2, x, 8, x, -1.4

An excerpt of these results, with tabs:
no.	molecule	UGM FP inh	FadD28 binding	GDH-TPI inh	Rv3671c protease	BoNT F protease	MazEF act	VHR inh abs	Mtb FBA inh	CCHF vOTU inh	BioA inh
8	NC(=O)c1c(N)sc2c1CCCC2	3.2	-1.5	7	-7	-8	3	18	1	9	0.8
47	CCO/N=C1\C(=O)N(c2ccccc2)c2ccccc21	-2.0	-0.5	4	-1	5	6	20	1	1	x

From entry 27 to 31, as listed above:
Order of results: UGM FP inh, FadD28 binding, GDH-TPI inh, Rv3671c protease, BoNT F protease, MazEF act, VHR inh abs, Mtb FBA inh, CCHF vOTU inh, BioA inh
[27] COc1cccc(N2CCN(C(=O)c3ccc(CS(=O)Cc4ccccc4Cl)o3)CC2)c1 (centres undefined)
  -0.7, -1.8, -1, 5, -4, 2, 20, 1, 3, 11
[28] O=C(O)c1cc(-c2ccc(-c3ccc(F)cc3)o2)nc2ccccc12
  5.5, 0.5, 17, -3, 5, -4, -25, 10, -7, 0.2
[29] CSc1cccc(NC(=S)NC(=O)CCc2ccccc2)c1
  0.1, -4.6, 1, -18, 2, -4, -2, -1, 4, -1.5
[30] Cc1ccc(-n2[nH]c(C)c(C=Nc3ccc(S(=O)(=O)Nc4nccs4)cc3)c2=O)cc1C
  -2.2, -0.2, 16, 0, -18, 1, -7, -2, 13, x
[31] Cc1cccc(C(=O)N2CCNC(=O)C2CC(=O)Nc2cccc(Cl)c2)c1 (centres undefined)
  3.2, -3.7, -2, -2, -4, 0, 2, -2, 16, -1.6
